HSF1 inhib: HSF1 inhibition; activity change, negative = inhibition, % at 7.5 µM (by protocol); AID 2098; NIH3T3-HGL HSE-luciferase, MG132-induced, luminescence 8 h; hits give low values; 300,000 tested, 0.77% active;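 active = more than half of replicate wells show activity change below -50%, luminescence cut by over half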;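 also: luciferase reports HSF-1 transcriptional activity via heat shock element; 0% = median of DMSO wells and -100% = zero luminescence signal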
AI-2 QS modul: modulates the Vibrio harveyi AI-2 quorum sensing system | Vibrio harveyi JMH597 AI-2 luminescence/OD600 ratio, 9 h; hits give low values; strain lacks LuxN and CqsS sensors; 0 = neutral-control median | 300,000 tested, 0.4% active | activity change, % at 7.5 µM; in the data active = activity change below about -75%, passing the limit was not always enough;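 also: luminescence divided by OD600 gain over 9 h not by final OD600 alone; inactives centre near 13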
aSyn 5UTR inh: MLPCN primary screen, SNCA 5' untranslated region; alpha-synuclein 5'UTR reporter, inhibitor activity; inhibition, % (tested at 7.5 µM); 300,000 tested, 0.82% active; in the data active = inhibition above about 60%;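 also: H4 neuroglioblastoma cells stably carrying SNCA 5'UTR luciferase fusion; 0% = DMSO wells and 100% = positive control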
HSF-1 act: increases HSF-1 driven luciferase reporter signal. NIH3T3-HGL HSF-1 luciferase reporter, MG132, 8 h; 100% = twice DMSO control signal. activation, % at 9 µM. 300,000 tested, 1.7% active. AID 504408;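 active = mean replicate activation of at least 50% with a set share of replicates each reaching 50%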;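 also: 0% = median of the neutral control wells and 100% = twice that signal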
GSK3A inh: human GSK-3 alpha kinase inhibition. P49840. ADP-Glo luminescence, 60 min. inhibition, % at 10 µM. 320,000 tested, 0.1% active. AID 2650;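 in the data active = inhibition above about 50%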;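 also: GST-tagged GSK-3 alpha with peptide substrate and 25 µM ATP; 0% = DMSO neutral wells and 100% = GW8510 positive control wells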
Target sequence (P49840 whole entry, looked up): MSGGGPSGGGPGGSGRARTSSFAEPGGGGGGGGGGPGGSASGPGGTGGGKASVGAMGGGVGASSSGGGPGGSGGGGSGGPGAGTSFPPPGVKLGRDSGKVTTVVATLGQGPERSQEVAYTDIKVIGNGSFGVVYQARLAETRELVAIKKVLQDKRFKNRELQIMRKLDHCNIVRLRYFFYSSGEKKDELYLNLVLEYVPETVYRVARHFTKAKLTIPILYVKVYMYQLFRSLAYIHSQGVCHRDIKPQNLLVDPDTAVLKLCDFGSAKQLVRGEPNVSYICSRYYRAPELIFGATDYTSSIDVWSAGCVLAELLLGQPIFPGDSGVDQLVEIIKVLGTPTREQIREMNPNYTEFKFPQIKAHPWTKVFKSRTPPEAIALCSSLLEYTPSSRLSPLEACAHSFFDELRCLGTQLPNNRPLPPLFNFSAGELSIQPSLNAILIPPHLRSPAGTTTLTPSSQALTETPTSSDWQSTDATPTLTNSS
KLF5 inhibitor: kruppel-like factor 5 inhibition. 290,000 tested, 0.23% active. inhibition, % at 5 µM. DLD-1 KLF5 promoter-luciferase reporter, luminescence;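 active = inhibition above a per-plate limit of that plate's mean compound inhibition plus 3 SD, cut at about 60% in these data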;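 also: 0% = DMSO wells and 100% = LY294002 at 200 µM; higher means less KLF5 promoter-driven luciferase light; inactives centre near -14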
GSK3B inh: inhibitors of human GSK3beta kinase; P49841; activity score (negative = inhibition), % at 10 µM; GST-GSK3beta kinase, ADP-Glo luminescence, 60 min; hits give low values; 300,000 tested, 0.038% active; AID 2097;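 active = more than half of replicate wells score below -50%, meaning over 50% inhibition versus plate controls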;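 also: 0% = median DMSO wells and -100% = median GW8510 positive control wells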
Target sequence (P49841 whole entry, looked up): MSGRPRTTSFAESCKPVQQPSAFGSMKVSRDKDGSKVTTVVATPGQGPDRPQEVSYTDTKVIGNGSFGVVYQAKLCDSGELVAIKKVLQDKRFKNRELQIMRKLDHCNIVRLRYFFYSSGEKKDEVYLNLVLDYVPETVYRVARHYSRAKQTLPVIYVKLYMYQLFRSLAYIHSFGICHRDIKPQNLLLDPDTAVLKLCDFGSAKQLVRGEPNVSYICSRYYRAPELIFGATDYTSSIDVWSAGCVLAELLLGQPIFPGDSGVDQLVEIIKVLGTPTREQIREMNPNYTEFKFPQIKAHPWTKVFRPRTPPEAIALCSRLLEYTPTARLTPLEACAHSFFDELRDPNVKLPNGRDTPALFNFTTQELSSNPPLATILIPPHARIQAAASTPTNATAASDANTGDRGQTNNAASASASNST
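Assay system: GST-tagged human GSK3beta kinase, cell-free; Input: 1.6 ng GSK3beta; Medium: Tris/MgCl2 kinase buffer; Timing: 60 min enzyme reaction, room temperature; Signal: ADP-Glo luminescence quantifying ADP generated by kinase; Evaluation: score relative to plate controls; Benchmarks: DMSO neutral wells and GW8510 at 20 µM as positive.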
IEC-6 tox: counter-screen for KLF5 inhibitors: cytotoxicity in IEC-6 cells; AID 1825; 290,000 tested, 0.78% active; IEC-6 cytotoxicity, luminescence viability; inhibition, % at 5 µM; in the data active = inhibition above about 22%;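 also: 0% = plate median of test compound wells and 100% = cytotoxic reference compound wells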
HIF activator: HIF pathway transcriptional activation | U2OS HRE-luciferase reporter, luminescence; normalized: DMSO 0%, desferrioxamine 100% | activation, % at 7.5 µM (by protocol) | 300,000 tested, 0.32% active;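 active = mean activation of at least 10% of the iron chelator positive control signal, with at least half of replicates also reaching 10%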
HSP90 refold inh: inhibitors of HSP90 luciferase refolding in rabbit reticulocyte lysate; AID 1789; 290,000 tested, 0.91% active; luciferase refolding luminescence, 3 h; inhibition, % at 5.6 µM;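 active = inhibition above the screen-wide mean plus 3 SD, computed separately per campaign, cut at about 16% in these data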;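 also: 0% = DMSO wells and 100% = 60 µM geldanamycin wells; inhibitors lower the luminescence because luciferase stays unfolded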
* marks the source's active call; other numbers are inactive results; . = not tested or not shown.

no.	SMILES	HSF1 inhib	AI-2 QS modul	aSyn 5UTR inh	HSF-1 act	GSK3A inh
1	O=Cc1ccc(N2CCCC2)o1	0	3	0	-3	-2
2	CC1CN(c2nc3ccccn3c(=O)c2C=O)CC(C)O1 (stereo unspecified)	7	-3	6	42	-1
3	Cc1ccc(-n2c(-c3ccncc3)n[nH]c2=S)cc1C	.	0	9	.	0
4	COc1c(S(=O)(=O)Nc2cccnc2)ccc(Cl)c1Cl	1	25	16	2	-1
5	Cc1noc(NS(=O)(=O)c2ccc(N/C=C\C(=O)c3ccc(Br)cc3)cc2)c1C	-4	15	7	-3	-2
6	CCN(CC)c1ccc2c(Cl)cc(=O)oc2c1	-2	25	-19	6	12
7	CCCN1CCN(C(=S)Nc2ccc(SC(F)F)cc2)CC1	2	-6	-21	7	1
8	CCCCCc1nc2c(c3c1CCCC3)CCCC2	-8	-2	43	-5	0

no.	KLF5 inhibitor	GSK3B inh	IEC-6 tox	HIF activator	HSP90 refold inh
1	-27	-3	-7	-0.1	1
2	-47	-2	-2	0.7	1
3	-20	0	8	-0.6	4
4	-8	-4	-4	0.1	-2
5	-31	3	-2	0.3	-2
6	5	-4	-5	1.4	0
7	-56	2	-1	1.4	-5
8	-40	0	-2	-2.6	0

Later entries
no.	SMILES	HSF1 inhib	AI-2 QS modul	aSyn 5UTR inh	HSF-1 act	GSK3A inh
9	COC(=O)c1cnc(Nc2cc(C)ccc2OC)c2ccccc12	4	4	7	17	-4
10	COc1cc(OC)cc(C(=O)N2CCN(S(C)(=O)=O)CC2)c1	-82*	21	12	-85	-5
11	Cc1ccccc1S(=O)(=O)Cc1ccc(C(=O)NCc2cccs2)o1	-2	13	7	5	-2
12	Cc1noc(C)c1C(=O)OCC(=O)Nc1ccccc1C(=O)NC(C)c1ccccc1 (stereo unspecified)	2	8	6	30	0
13	COc1cccc(/C=C/C(=O)N2CC(C)OC(C)C2)c1OC (stereo unspecified)	3	.	3	18	-1
14	CCOc1ccc(C(C)=O)cc1CSc1nnc(-c2ccoc2C)n1N	-1	19	2	10	-1
15	CN1CCCN(C(=O)C2CCCCC2)CC1	6	5	1	11	-1
16	COc1ccc(CC(=O)OCC(=O)NC(=O)NC23CC4CC(CC(C4)C2)C3)cc1	3	-19	-5	5	.

no.	KLF5 inhibitor	GSK3B inh	IEC-6 tox	HIF activator	HSP90 refold inh
9	-18	0	7	-43	-3
10	-24	0	-2	0.2	0
11	-9	0	0	-0.3	0
12	9	1	-1	-0.5	-1
13	-7	.	5	-2.0	-3
14	-3	3	4	-0.1	-1
15	21	-1	7	-0.6	3
16	-58	2	2	-1.1	1

The list goes on:
no.	SMILES	HSF1 inhib	AI-2 QS modul	aSyn 5UTR inh	HSF-1 act	GSK3A inh
17	COc1ccc(NC(=S)NC(=O)c2cncc(Br)c2)cc1	7	-2	-37	34	-3
18	CC(C)CCOCc1nc2sc3c(c2c(=O)[nH]1)CCC(C)C3 (stereo unspecified)	.	13	-51	.	-1
19	Cc1ccc(N2CC(C(=O)Nc3nc4ccc(S(C)(=O)=O)cc4s3)CC2=O)cc1 (stereo unspecified)	-80*	35	1	-84	2
20	COC(=O)c1sccc1NC(=O)c1ccc(C#N)cc1	4	26	-11	18	0
21	CC(=O)OC1CC(C)(C)N(OC(=O)c2ccccc2)C(C)(C)C1	-3	-6	-9	-2	-2
22	O=C(NCC1CCCO1)c1cc2cc(F)ccc2[nH]1 (stereo unspecified)	-6	16	-22	1	0
23	Cc1ccc(Nc2nc(N)nc(CSc3nccn3C)n2)c(C)c1	9	27	-101	21	-4
24	CCOC(=O)C1C2C=CC3(CN(C4CCCC4)C(=O)C13)O2 (stereo unspecified)	0	5	2	-14	-2

no.	KLF5 inhibitor	GSK3B inh	IEC-6 tox	HIF activator	HSP90 refold inh
17	.	0	.	0.0	.
18	-41	3	2	1.6	2
19	-34	-1	-10	-0.5	-3
20	-42	1	4	-12	-6
21	1	0	-3	-0.8	0
22	-27	4	4	-35	-4
23	-53	2	7	1.2	3
24	-21	5	4	1.6	0

(continued)
no.	SMILES	HSF1 inhib	AI-2 QS modul	aSyn 5UTR inh	HSF-1 act	GSK3A inh
25	Cn1c(=O)cc(OCCCC(=O)Nc2cccnc2)c2ccccc21	2	1	7	30	1
26	Cn1cnc(S(=O)(=O)Nc2cc(-c3ccc(Cl)cc3)nn2C)c1	4	28	-16	13	-2
27	CC(=O)c1ccc(S(=O)(=O)N(CCCO)Cc2cc3cc(C)ccc3[nH]c2=O)cc1	5	29	-20	11	1
28	Cc1ccc(CC2S/C(=C(/C#N)C(=O)NCc3ccco3)N(c3ccccc3)C2=O)cc1 (stereo unspecified)	22	30	-42	41	0
29	CN(C)n1cnc2ccsc2c1=O	-4	8	-4	-4	0
30	COc1ccc(-n2nc(C(=O)NCC(=O)NCCC3=CCCCC3)c3ccccc3c2=O)c(OC)c1	-6	14	8	-13	-3
31	Cc1cc(C(=O)NC2CCCc3c2cnn3-c2cccc(C)c2C)n(C)n1 (stereo unspecified)	-4	12	-3	-17	-1
32	COc1ccc(S(=O)(=O)N2CCC(C(=O)N3CCCC3)CC2)cc1C	-6	23	-4	6	-1

no.	KLF5 inhibitor	GSK3B inh	IEC-6 tox	HIF activator	HSP90 refold inh
25	-8	-2	-1	0.5	-3
26	-33	4	-5	0.4	-1
27	-36	4	-12	0.5	-7
28	-17	1	-2	.	0
29	4	3	2	0.2	2
30	-7	3	-5	-1.8	2
31	20	1	36*	0.1	0
32	-21	0	0	-0.3	-1

Continuation:
no.	SMILES	HSF1 inhib	AI-2 QS modul	aSyn 5UTR inh	HSF-1 act	GSK3A inh
33	O=C(Nc1ccnn1C1CCN(Cc2ccccc2OC(F)F)CC1)c1cccnc1	1	0	-13	-25	0
34	O=C(NCCN1CCCC1)c1ccc2c(=O)n(CCc3ccccc3)c(=O)[nH]c2c1	-3	15	-57	-13	-4
35	CCC(C)c1ccccc1OCCCN(C)Cc1ccccc1 (stereo unspecified)	2	5	-4	-16	-4
36	COc1ccc2[nH]c(=O)c(CN(CCc3cccc(C)c3)C(C)=O)cc2c1	8	-1	-2	21	0
37	CCCC(C)c1nnc(NC(=O)CS(=O)(=O)Cc2ccccc2)s1 (stereo unspecified)	5	17	7	8	-2
38	CCNC(=S)N1CCC(C(=O)c2ccc(Cl)cc2)CC1	5	86	8	4	-3
39	CCOC(=O)c1c(NC(=O)CS(=O)(=O)c2cn(CC)c3ccccc23)sc2c1CCCC2	-1	37	12	9	-2
40	Clc1ncc2[nH]cnc2n1	-3	16	11	-13	1

no.	KLF5 inhibitor	GSK3B inh	IEC-6 tox	HIF activator	HSP90 refold inh
33	-14	5	0	-0.1	1
34	0	-1	1	0.0	3
35	-12	-4	-2	-1.1	-5
36	-11	1	1	-0.2	-2
37	3	0	6	-0.5	1
38	-8	2	1	-0.9	-1
39	11	3	3	-0.6	-3
40	-5	2	-4	0.0	2

Looked up above.
Entry of cpd 38 in GSK3A inh: -3
Entry of cpd 36 in GSK3B inh: 1

From compound 39 as far as 40, as listed above:
no.	SMILES	HSF1 inhib	AI-2 QS modul	aSyn 5UTR inh	HSF-1 act	GSK3A inh
39	CCOC(=O)c1c(NC(=O)CS(=O)(=O)c2cn(CC)c3ccccc23)sc2c1CCCC2	-1	37	12	9	-2
40	Clc1ncc2[nH]cnc2n1	-3	16	11	-13	1

no.	KLF5 inhibitor	GSK3B inh	IEC-6 tox	HIF activator	HSP90 refold inh
39	11	3	3	-0.6	-3
40	-5	2	-4	0.0	2

The list goes on:
no.	SMILES	HSF1 inhib	AI-2 QS modul	aSyn 5UTR inh	HSF-1 act	GSK3A inh
41	COc1ccc(NC(=O)CN(C)CC(=O)NCC(=O)Nc2ccc(F)cc2)cc1	1	21	25	-8	-2
42	O=C(O)CCC(=O)NNC(=O)c1ccc(-c2ccccc2)cc1	-8	5	-27	17	-1
43	O=C(COc1cccc2cccnc12)N/N=C1\SCC(=O)N1CCc1ccccc1	6	-2	-22	5	0
44	CCCN(CC1CCCO1)C(=O)c1cc(COc2ccc(F)cc2F)on1 (stereo unspecified)	-2	-6	4	7	-1
45	O=C(Nc1ccc2nc(-c3ccc(Br)o3)[nH]c2c1)c1cccs1	13	3	-112	31	-1
46	C=CCN(c1ccc(C(=O)NCCc2ccccc2)cc1)S(C)(=O)=O	9	11	-109	15	.
47	COc1cccc(OC)c1OCCCOc1cccc2cccnc12	9	23	-106	19	1
48	CC(=O)c1cc(-c2ccccc2)n(CC(=O)NCc2cccs2)c1C	8	-5	-2	-21	-1

no.	KLF5 inhibitor	GSK3B inh	IEC-6 tox	HIF activator	HSP90 refold inh
41	.	1	.	-0.6	.
42	-20	-2	-5	0.0	2
43	-40	0	-11	0.0	-5
44	-8	-1	-2	0.2	2
45	-59	-1	14	2.6	1
46	-80	3	-6	1.2	0
47	3	0	-4	3.2	-3
48	13	0	-6	-0.2	-1

The list goes on, starting with the last 4 of the part before.
no.	SMILES	HSF1 inhib	AI-2 QS modul	aSyn 5UTR inh	HSF-1 act	GSK3A inh
45	O=C(Nc1ccc2nc(-c3ccc(Br)o3)[nH]c2c1)c1cccs1	13	3	-112	31	-1
46	C=CCN(c1ccc(C(=O)NCCc2ccccc2)cc1)S(C)(=O)=O	9	11	-109	15	.
47	COc1cccc(OC)c1OCCCOc1cccc2cccnc12	9	23	-106	19	1
48	CC(=O)c1cc(-c2ccccc2)n(CC(=O)NCc2cccs2)c1C	8	-5	-2	-21	-1
49	COC(=O)c1ccc(NC(=O)CN2CCN(CC#N)CC2)cc1	1	22	-4	36	0
50	CCC1COCCS(=O)(=O)N1Cc1cccc(Cl)c1 (stereo unspecified)	-2	20	-2	-2	-1
51	O=C(NCCCN1CCOCC1)c1ccc(Cl)cc1Cl	3	-15	-1	-1	-2
52	COc1ccc(OC)c(NC(=O)[C@H]2CC=CC[C@H]2C(=O)O)c1	-9	9	7	2	7
53	CC(=O)c1ccc(NC(=O)c2cc(C)nc3ccccc23)cc1	1	-8	-101	11	0
54	CN1C2CCC1/C(=C\c1ccccc1Cl)C(=O)/C2=C\c1ccccc1Cl	-1	9	-89	-4	.
55	CCOC(=O)C/C(C)=N/NC(=O)COc1ccccc1C	-2	-5	-24	6	4
56	COC(=O)c1ccc(NC(=O)C(OC)c2ccccc2)cc1 (stereo unspecified)	-2	16	-38	10	-2
57	Cc1cccc(Nc2nnc(SCc3cc(=O)n4cc(C)ccc4n3)s2)c1	12	16	4	48	-1
58	Fc1ccc2c(c1)C(c1cccnc1)=NNC(c1cccs1)=N2	0	26	18	9	2
59	COc1ccc(/C=C2\CCc3ccccc3C2=O)cc1CN1CCOCC1	-5	19	62*	-7	2

no.	KLF5 inhibitor	GSK3B inh	IEC-6 tox	HIF activator	HSP90 refold inh
45	-59	-1	14	2.6	1
46	-80	3	-6	1.2	0
47	3	0	-4	3.2	-3
48	13	0	-6	-0.2	-1
49	-25	1	-3	-0.1	-1
50	-1	1	4	-0.2	-6
51	-10	0	-7	2.4	6
52	-24	2	-4	-0.2	0
53	-113	2	8	4.1	2
54	.	0	.	-0.3	.
55	29	1	5	-0.4	6
56	-26	1	-5	-0.3	-3
57	9	-1	1	-0.3	-4
58	-22	-1	-1	1.2	-3
59	-29	0	-9	0.9	6

Screening data: PubChem, several laboratories
